# Hsp90 Hop PPI: changes Hsp90-Hop TPR2A binding signal, up or down | Potency, µM (top dose mostly 57 µM), inactives show top-dose activity change, negative = inhibition | AlphaScreen TPR2A-His6 binding biotin-Hsp90 C-terminal peptide | 71,000 tested, 0.44% active; active = well fitted curve in either direction with a large enough effect; inconclusive = small, poorly fitted or top-dose-only effect, or another doubt; note: potency is the fitted concentration of half-maximal effect; % is set by controls: 0 for no effect and ±100 for the full control effect; many of its hits are not listed in these tables
# BRCT PPI green: blocks human BRCA1 BRCT binding to phosphopeptide, green readout; Potency, µM (titrated, usually from 76.9 µM), for the others: at the highest dose activity change, negative = inhibition, most hits filed as inhibitors; P38398; BRCA1 BRCT-phosphopeptide binding, green fluorescence polarization; AID 875; 75,000 tested, 0.05% active;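 note: potency is the fitted concentration of half-maximal effect; plate controls were peptide without protein for full effect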
#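 Fluorescence polarization: His-tagged BRCT (~35 kDa BRCA1 C-terminus, 250 nM) bound to 100 nM fluorescein-labeled phosphorylated 10-aa BACH1 peptide, pH 7.3 phosphate buffer with DTT and Tween 20. Compounds incubated 12 min at room temperature; inhibition read as lowered polarization.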
# HBB splicing: hemoglobin beta splicing modulation. 65,000 tested, 0.06% active. HBB splicing reporter cell assay, activation; EGFP reporter with mutant IVS2-654 intron; response scale: normalised to 500 nM splice-correcting PNA. Potency, µM (doses to about 46.1 µM), for the others: at the highest dose activation, most hits filed as activators. AID 925; note: potency is the fitted concentration of half-maximal effect; 0% is about no effect
#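 Compounds were applied for 2 days to HeLa EGFP-654 cells, 500/well in Optimem with 2% FCS. The reporter's EGFP is disrupted by mis-splicing of beta-globin intron IVS2-654. Readout: summed well GFP fluorescence from 488 nm laser scanning; reference was 500 nM antisense […] 654 PNA.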
# GFP derepression: epigenetic modulators derepressing GFP locus in mouse cells | Potency, µM (top dose mostly 46.1 µM), inactives show at the top dose GFP derepression (activation) | mouse C127i GFP locus derepression, cytometry, 30 h | 68,000 tested, 0.09% active; note: % of control where 0% means no effect
#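 Murine C127i mammary cells carrying a silenced, stably integrated CMV-driven GFP reporter were treated with compound for 30 hours at 37 C. After PBS washes, GFP-positive cells were counted by laser-scanning microplate cytometry.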
# 4MU fluor: compounds fluorescent in 4-MU spectral region; max dye-equivalent concentration, M; 59,000 tested, 11% active; AID 589; compound autofluorescence, 340/450 nm, 4-MU equivalents; hits give high values; in the data active = max dye-equivalent concentration above about 10 nM; inconclusive = mostly about 1.1 nM to 9.6 nM
#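 Compounds in 100 mM Tris, pH 8.0, incubated 15 min at room temperature, then fluorescence read at 340 nm excitation/450 nm emission. Signal converted to 4-MU dye-equivalent concentration using an on-plate six-point 4-MU standard curve.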
# CRE-bla Fsk: alters forskolin-stimulated CRE reporter signaling in CHO cells; CHO CRE-bla reporter (cAMP response element driving beta-lactamase), forskolin EC10, beta-lactamase ratio; Potency, µM (highest dose often 38.2 µM), for the others: top-dose activity change, negative = inhibition, actives largely listed as activators; 71,000 tested, 2.5% active; active = well fitted activation curve with a large enough effect in the signal ratio, with a control signal flat, not every such curve was filed as active; inconclusive = small, poorly fitted or top-dose-only effect, or effect the other way, or a change in a side signal; the % refers to the signal ratio; note: potency is the fitted concentration of half-maximal effect; % of control where 0% means no effect
#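 Beta-lactamase reporter under a cAMP responsive element in CHO cells; compounds tested in titration series against EC10 NKH 477, 3 h at 37 °C. Read-out: CCF4 FRET ratio 460nm/530nm (excitation 405nm) giving %Activity, fitted to AC50.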
# Ub-GFP proteasome: proteasome inhibitors stabilizing ubiquitin-GFP reporter | Ubiquitin-GFP reporter cells, proteasome inhibition, GFP fluorescence; response scale: untreated = 0%, 10 µM MG-132 = 100% | AID 526 | Potency, µM (highest dose often 45.9 µM), inactives show at the highest dose activation (GFP accumulation), actives largely listed as activators | 67,000 tested, under 10 active; active = well fitted activation curve with a large enough effect, not every such curve was filed as active; inconclusive = small, poorly fitted or top-dose-only effect, or another doubt; inactive = no such curve, though single readings can be large or run the other way; note: potency is the fitted concentration of half-maximal effect
#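 U2OS cells expressing ubiquitin(G76V)-GFP, seeded overnight in 0.5% FBS medium, then treated 4 hr at 37 C across 46 uM to 2.9 nM. GFP-positive cells counted by laser cytometry (488 ex/515 em); %activity scaled between basal and 10 uM MG-132.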
# A350 autofl: A350 region autofluorescence | Compound autofluorescence, 340/450 nm, Alexa 350 dye-equivalents; hits give high values | max dye-equivalent concentration, M | 59,000 tested, 11% active; in the data active = max dye-equivalent concentration above about 10 nM; inconclusive = mostly about 1.1 nM to 9.6 nM
# BRCT PPI red: inhibitors of human BRCA1 BRCT-phosphoprotein interaction (red fluorophore) | P38398 | BRCT-phosphopeptide binding, red fluorescence polarization | Potency, µM (titrated, usually from 76.9 µM), for the others: at the top dose activity change, negative = inhibition, usual class: inhibitors | 75,000 tested, 0.03% active | AID 892; note: % is set by controls: 0 for no effect and ±100 for the full control effect
#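 Rhodamine-labelled pBACH1 10-mer (100 nM) bound to BRCT domain (100 nM) at pH 7.3; compounds incubated 12 min room temperature, polarization read. Free peptide defines full inhibition; unlabelled decapeptide titrated as control.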
# 15-hLO inh: 15-hLO (ALOX15) enzyme inhibition. P16050. Potency, µM (titrated, usually from 57.1 µM), for the others: at the highest dose activity change, negative = inhibition, most hits filed as inhibitors. purified 15hLO-1, xylenol orange hydroperoxide absorbance. AID 887. 74,000 tested, 1.4% active; note: potency is the fitted concentration of half-maximal effect; % is set by controls: 0 for no effect and ±100 for the full control effect; nearly all actives have a fitted effect of over 55% in size
# Target sequence (P16050 whole entry, looked up): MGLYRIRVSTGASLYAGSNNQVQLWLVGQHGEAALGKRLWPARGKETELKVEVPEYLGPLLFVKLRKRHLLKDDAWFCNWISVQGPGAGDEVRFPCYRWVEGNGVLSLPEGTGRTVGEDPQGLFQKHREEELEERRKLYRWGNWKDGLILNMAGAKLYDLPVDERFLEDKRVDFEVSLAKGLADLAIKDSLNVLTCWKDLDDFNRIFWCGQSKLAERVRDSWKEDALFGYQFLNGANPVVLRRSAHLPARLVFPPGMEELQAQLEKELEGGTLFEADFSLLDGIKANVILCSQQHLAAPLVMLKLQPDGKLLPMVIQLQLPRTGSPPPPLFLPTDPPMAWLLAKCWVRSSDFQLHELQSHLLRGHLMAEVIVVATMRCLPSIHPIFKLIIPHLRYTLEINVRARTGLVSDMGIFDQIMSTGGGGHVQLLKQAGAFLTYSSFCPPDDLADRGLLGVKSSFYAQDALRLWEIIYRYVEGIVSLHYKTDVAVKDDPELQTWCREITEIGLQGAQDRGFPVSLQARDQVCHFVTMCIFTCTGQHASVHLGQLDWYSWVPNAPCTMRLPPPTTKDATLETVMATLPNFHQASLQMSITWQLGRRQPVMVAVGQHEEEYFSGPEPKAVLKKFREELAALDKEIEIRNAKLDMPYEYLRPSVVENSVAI
#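 Purified human 15hLO-1 (40 nM final) in 25 mM Hepes pH 7.5, 0.01% Triton X-100 was preincubated with compound 15 min at room temperature, then reacted 6 min with 50 uM arachidonic acid; hydroperoxide detected by Fe-XO, 573/405 nm absorbance ratio.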
# DNA Pol III inh: inhibitors of bacterial DNA polymerase III holoenzyme | reconstituted DNA polymerase III holoenzyme replication, biochemical | Potency, µM (top dose mostly 57.1 µM), for inactives: top-dose activity change, negative = inhibition | 71,000 tested, 0.25% active | AID 603; note: potency is the fitted concentration of half-maximal effect; % is set by controls: 0 for no effect and ±100 for the full control effect
#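 Reconstituted *E. coli* holoenzyme (0.35 nM Pol III, 1 nM beta, 154 nM SSB, 2 nM primase) was preincubated with compound for 15 min at RT. Synthesis on 1.4 nM ssM13Gori ran 35 min, then was stopped with PicoGreen/EDTA and read as dsDNA fluorescence.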
# Active calls of the source: *; i = inactive; ? = inconclusive; . = not tested or not shown; [ ] = another dose, or the depositor's remark. Unless noted, calls come from the whole dose curve; as a rule, active = well fitted curve in the direction sought with a large enough effect; inconclusive = small, poorly fitted or top-dose-only effect, or another doubt; inactive = no such curve, though single readings can be large; an effect the other way counts as inactive or inconclusive. The order is random; 12% or so of the library scored in one or more.
SMILES,Hsp90 Hop PPI,BRCT PPI green,HBB splicing,GFP derepression,4MU fluor,CRE-bla Fsk,Ub-GFP proteasome,A350 autofl,BRCT PPI red,15-hLO inh,DNA Pol III inh
CCC(=O)Nc1cc(NC(=O)CSc2ncc(-c3ccc(F)cc3)n2Cc2ccco2)ccc1C,?,2.8%,.,-1%,i,-5%,-2%,i,0.1%,?,-2%
O=C(Cn1c(=O)n(Cc2ccco2)c(=O)c2c3c(sc21)CCCC3)Nc1ccccc1,-6%,2.0%,-1.4%,0%,i,-3%,0%,i,-0.8%,-15%,0%
Cc1ccc2c(c1)nnn2C1CCN(CC(=O)N2c3ccccc3CC2C)CC1 (configuration not stated),-2%,1.5%,3.7%,0%,i,-24%,-1%,i,1.0%,2%,5%
O=C(c1ccco1)N1CCN(C(=O)c2cc3c(=O)oc4ccccc4c3s2)CC1,4%,-2.1%,-6.2%,1%,i,?,-2%,i,0.0%,9%,-4%
Fc1ccccc1CSc1nnc(-c2ccccc2)o1,18%,1.1%,-0.8%,-3%,i,?,6%,i,-0.5%,-6%,-6%
C=C(C)[C@H]1CC=C(C)C(=O)C1,-2%,-2.6%,1.2%,.,.,?,.,.,-0.4%,7%[25.6 µM],-15%
CN(C)C(=O)c1ccc(-c2nc(N(C)C)c3ccccc3n2)cc1,?,-4.3%,-2.3%,-2%[9.22 µM],i,7.9µM*,5%,i,-2.8%,-7%,1%
CC1=CC(C#N)(C#N)C(C#N)(C#N)C(c2ccccc2)N1 (configuration not stated),3.2µM*,-6.1%,-3.2%[0.369 µM],6%,8e-07M*,1%,-1%,1.1e-06M*,-17%,-8%,-5%
CCOC(=O)c1c(CC(C)C)csc1NC(C)=O,3%,-2.5%,0.7%,2%,i,?,-4%,i,-1.4%,-4%,-1%
Cc1ccc(C)c(N2CCN(C(c3ccncc3)c3nnnn3Cc3ccccc3)CC2)c1 (configuration not stated),-6%,0.5%,-0.2%[57.5 µM],0%,i,-9%,-4%,i,-4.0%,-9%,0%
CCn1c(=N)c(C(=O)NC)cc2c(=O)n3cccc(C)c3nc21,?,-2.5%,-1.2%[57.5 µM],5%,1.4e-05M*,?,-3%,1.9e-05M*,0.9%,-25%,-17%
CCCC(=O)NC(C)c1nc2ccccc2n1C (configuration not stated),-1%,-1.3%,-0.1%,.,.,-5%,21%,.,-0.2%,4%,-7%
Cc1ccc(F)cc1NC(=O)c1c(-c2ccccc2)noc1C,5%,0.5%,1.1%,0%,.,22%,25%,.,0.5%,-2%,-2%
CCC1Oc2ccccc2N(CC(=O)NCCCN2CCC(C)CC2)C1=O (configuration not stated),-2%,-1.0%,-3.3%[57.5 µM],2%,i,5%,3%,i,0.9%,-13%,-4%
Cc1cc(C)cc(N2C(=O)C3CC=CCC3C2=O)c1 (configuration not stated),-1%,-1.3%,0.9%,3%,i,?,-2%,i,0.0%,1%,-3%
Cc1cc(C)c(NC(=O)CN2CCN(C)CC2)c(C)c1,-11%,-1.5%,1.9%,5%,.,-3%,11%,.,1.0%,?,1%
CCOC(=O)N1CCN(c2cc3nccnc3cc2F)CC1,-3%,-0.9%,-0.9%,-3%,i,5%,0%,i,-4.8%,-6%,0%
NC(=O)CC12CC3CC(C1)CC(CC(N)=O)(C3)C2,1%,-2.8%,-4.0%,2%,i,?,-8%,i,-3.2%,6%,-5%
O=C(Nc1ccc2c(c1)OCO2)C(c1ccccc1)N1CCN(C(=O)c2ccco2)CC1 (configuration not stated),-1%,2.3%,-1.3%,4%,i,-15%,-4%,i,-0.4%,6%,-1%
CCOC(=O)N1CCN(CC(=O)Nc2c(C(=O)OC)[nH]c3ccc(Cl)cc23)CC1,-2%,-0.9%,3.5%[1.84 µM],0%,1e-08M*,14%,22%,?,0.0%,-5%,4%
Cc1nc2ccccc2n1CCC(=O)Nc1cccc(F)c1,-4%,-3.9%,-0.7%,2%,i,?,-9%,i,-1.5%,9%,-11%
COc1ccc2c(CC(=O)N3CCN(S(=O)(=O)c4cccs4)CC3)coc2c1,-3%,2.8%,-0.7%[57.5 µM],-1%,i,1%,-3%,i,-1.4%,-41%,1%
C[C@]1(C(=O)NCC2CC2)C=C[C@@H](Cc2ccccc2)N1C(=O)c1ccccc1,-1%,-0.7%,-0.9%,.,.,-17%,.,.,-1.8%,-1%,2%
NS(=O)(=O)c1ccc(NC(=O)CSc2nnc(Cc3cccs3)n2-c2ccccc2)cc1,-8%,2.5%,2.4%,-3%,i,?,1%,i,0.2%,2%,2%
COc1cccc2cc(-c3csc(CCn4nc(C)cc4C)n3)c(=O)oc12,6%,0.8%,2.4%,-1%,3.1e-08M*,?,-2%,3.8e-08M*,-1.3%,-10%,-8%
Cc1cc(NCCCn2ccnc2)n2ncc(-c3ccccc3)c2n1,-5%,-1.2%,3.8%[1.84 µM],0%,2.6e-08M*,?,13%,?,0.9%,17%,-7%
Cc1ccc(NC(=O)CN2C(=O)C(C)Oc3ccccc32)nc1 (configuration not stated),-5%,-1.0%,-0.4%[57.5 µM],-2%,i,0%,4%,i,1.2%,2%,1%
CNC(=O)c1ccc(Oc2ccc(C(=O)NC)cc2)cc1,0%,-0.7%,-4.1%,1%,i,6%,-8%,i,0.1%,5%,-1%
CCn1c(C)nc2cc(S(=O)(=O)C(F)(F)C(F)C(F)(F)F)ccc21 (configuration not stated),1%,-1.0%,-1.3%[0.369 µM],0%,i,20%,1%,i,-0.5%,0%,-8%
CC(=O)Nc1ccccc1C(=O)N1CC2(C)CC1CC(C)(C)C2 (configuration not stated),-10%,1.1%,-2.1%,2%,i,3%,12%,i,1.3%,-4%,1%

# Among those listed so far, 3 have an aryl thioether with sulfur outside any ring:
SMILES,Hsp90 Hop PPI,BRCT PPI green,HBB splicing,GFP derepression,4MU fluor,CRE-bla Fsk,Ub-GFP proteasome,A350 autofl,BRCT PPI red,15-hLO inh,DNA Pol III inh
CCC(=O)Nc1cc(NC(=O)CSc2ncc(-c3ccc(F)cc3)n2Cc2ccco2)ccc1C,?,2.8%,.,-1%,i,-5%,-2%,i,0.1%,?,-2%
Fc1ccccc1CSc1nnc(-c2ccccc2)o1,18%,1.1%,-0.8%,-3%,i,?,6%,i,-0.5%,-6%,-6%
NS(=O)(=O)c1ccc(NC(=O)CSc2nnc(Cc3cccs3)n2-c2ccccc2)cc1,-8%,2.5%,2.4%,-3%,i,?,1%,i,0.2%,2%,2%

# Continued:
SMILES,Hsp90 Hop PPI,BRCT PPI green,HBB splicing,GFP derepression,4MU fluor,CRE-bla Fsk,Ub-GFP proteasome,A350 autofl,BRCT PPI red,15-hLO inh,DNA Pol III inh
Cn1c(SCc2ccc(C#N)cc2)nnc1-c1ccccc1,-4%,0.3%,2.6%,-3%,i,-12%,13%,i,-1.1%,6%,-7%
CCC1=NC(c2ccccc2OC)N(O)C1(C)C (configuration not stated),-5%,-3.2%,0.2%,-2%,.,-1%,-8%,.,1.6%,6%,-7%
Cc1cc(C)c2c(=O)[nH]n(C(C)C)c2n1,0%,-1.8%,0.1%[57.5 µM],1%,i,?,3%,i,-0.3%,2%,1%
O=C(NCC(=O)N(c1cccnc1)C(C(=O)NC1CCCC1)c1ccco1)c1cccs1 (configuration not stated),-1%,0.3%,.,-1%,i,-4%,-1%,i,-0.4%,19%,-5%
O=S(=O)(NCc1cn2ccsc2n1)c1ccc(Oc2ccccc2)cc1,-6%,-0.7%,0.0%,-2%,i,0%,0%,i,-1.8%,2%,-9%
CCNc1nc(NC(C)(C)C)nc(SC(C(C)=O)C(C)=O)n1,-6%,-1.3%,.,0%,i,?,6%,i,-0.4%,-23%,-5%
O=C(CN1C(=O)CSC1=O)N1CCc2ccccc2C1,-7%,-0.7%,.,-1%,i,-3%,4%,i,-0.7%,-25%,-2%
CCn1nnc(NC(=O)c2cccnc2)n1,-4%,0.5%,3.0%,0%,i,?,4%,i,1.8%,?,7%
COc1cccc(-n2nnnc2SCC(=O)c2cc(OC)ccc2OC)c1,2%,-1.7%,.,1%,1.5e-07M*,3%,-4%,1.2e-07M*,-1.1%,-3%,-6%
CN1CCN(C(=O)c2cccc(S(=O)(=O)N3CCCCC3)c2)CC1,-4%,-0.8%,-1.7%,-2%,i,-6%,2%,i,0.0%,8%,1%
CCOC(=O)C1=C(C)NC(C)=C(C(=O)OCC)C1C1=COCCO1,-7%,-2.1%,.,-2%,?,6%,-4%,?,0.9%,5%,-9%
